From PubChem
Glioma ERSR ind = ER stress response induction in glioma. U87-MG GRP78 promoter luciferase reporter, 16 h. Potency, µM, for inactives: at the highest dose activation, most hits filed as activators. 0.02% of 420,000 active; further: potency means the concentration at half of the fitted maximal effect; series mostly up to about 76 µM; % of control where 0% means no effect; nearly all actives have a fitted effect of over 35% in size
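Stably transfected U87-MG glioma cells carrying a GRP78-based luciferase sensor; 16 h compound incubation. Luminescence end-point read 10 min after Bright-Glo addition at room temperature.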
D2 PAM = positive allosteric modulators of human D2 dopamine receptor; P14416; HEK293 T-REx D2, calcium flux, EC20 dopamine potentiation; potentiation, % at 10 µM; 0.34% of 340,000 active;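 active means potentiation over 3 SD above the plate norm, cut at about 30% in these data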; further: 0% is about no effect
Target sequence (P14416 whole entry, looked up): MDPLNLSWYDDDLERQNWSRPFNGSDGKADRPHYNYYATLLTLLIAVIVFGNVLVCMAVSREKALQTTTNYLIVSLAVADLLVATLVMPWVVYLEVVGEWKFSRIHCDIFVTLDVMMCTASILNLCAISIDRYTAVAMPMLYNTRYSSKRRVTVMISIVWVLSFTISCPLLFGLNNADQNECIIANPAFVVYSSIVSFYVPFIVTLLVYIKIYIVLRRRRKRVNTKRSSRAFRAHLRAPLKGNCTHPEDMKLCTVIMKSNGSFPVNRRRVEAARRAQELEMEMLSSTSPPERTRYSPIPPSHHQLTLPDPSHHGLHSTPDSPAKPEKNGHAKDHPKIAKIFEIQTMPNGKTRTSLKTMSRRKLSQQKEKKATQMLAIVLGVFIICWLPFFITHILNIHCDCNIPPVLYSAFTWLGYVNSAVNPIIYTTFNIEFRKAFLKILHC
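Using a no-wash calcium dye in inducible, force-coupled HEK293 Trex cells expressing D2, we tracked fluorescence each second for 180 s after compound, then for 180 s after EC20 dopamine to detect augmented signalling.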
Vif-APOBEC3F blk = inhibitors of Vif-A3F interaction; HeLa A3F-eYFP + Vif (tagged APOBEC3F with the HIV-1 protein that degrades it), YFP fluorescence increase; Potency, µM (highest dose often 46.1 µM), without a hit: at the top dose activity, negative = active; 0.2% of 390,000 active; further: potency means the concentration at half of the fitted maximal effect; % of control where 0% means no effect; nearly all actives have a fitted effect of over 65% in size
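HeLa cells stably expressing Vif plus C-terminally eYFP-tagged A3F were seeded, incubated overnight at 37 deg C, dosed with compound, incubated overnight again at 37 deg C. Yellow fluorescence (Ex 488/Em 500-530) reported blocked Vif-mediated A3F-eYFP degradation.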
RXFP1 agonist = RXFP1 (human) receptor agonism | Q9HBX9 | HEK293T-RXFP1 cAMP TR-FRET, 30 min; response scale: percent of porcine relaxin response, buffer zero | Potency, µM (highest dose often 57.5 µM), without a hit: at the top dose activation, most hits filed as activators | 0.3% of 370,000 active | AID 2676; further: potency means the concentration at half of the fitted maximal effect; on the % scale 0 is the no-effect control and ±100 the full control effect; nearly all actives have a fitted effect of over 60% in size; many of its hits are not listed in these tables
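cAMP rise read by TR-FRET after 30 min, 37C compound exposure (up to 58 uM) in RXFP1-transfected HEK293 cells with Ro 20174 present. EC50 from Hill-equation fits, with 29 nM porcine relaxin as 100% and buffer as basal.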
D1 antagonist = human D1 dopamine receptor antagonism; HEK293 TREx D1 cells, calcium flux, dopamine EC80; active compounds read low; AID 504652; P21728; activity change, negative = inhibition, % at 10 µM; 3.2% of 360,000 active; in the data active means activity change below about -30%; further: on the % scale 0 is the no-effect control and ±100 the full control effect
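After overnight tetracycline induction at 30 C, force-coupled D1 HEK293 cells took up a no-wash calcium dye at room temperature. Compounds were added and monitored 180 s, and the response to EC80 dopamine was then recorded.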
D1 ag = activates the human D1 dopamine receptor; activation, % at 2 µM; P21728; 1% of 360,000 active; AID 504660; HEK293 T-REx D1 cells, calcium flux, agonist mode; in the data active means activation above about 30%; further: 0% is about no effect
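Tetracycline-induced HEK293 TREx D1 cells, force-coupled to calcium signalling, were dye-loaded with a no-wash calcium kit. Compound was pin-added after a 10 s baseline. Fluorescence was read kinetically at 1 cycle/s for 180 s, with calcium rises flagged as agonism.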
RXFP1 antagonist = RXFP1 (human) relaxin receptor antagonism | Q9HBX9 | HEK293-RXFP1, relaxin-stimulated cAMP HTRF, 30 min; active compounds read low | activity change, negative = inhibition, % at 57.5 µM | 0.59% of 350,000 active | AID 1259400;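 active means activity change of -60% or lower, but not beyond a set lower limit; inconclusive means change between -60% and -40%, or beyond the set limit; inactive means change above -40%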; further: on the % scale 0 is the no-effect control and ±100 the full control effect
Vif-A3G inh = inhibitors of Vif-APOBEC3G interaction; Q9HC16; 0.076% of 410,000 active; Potency, µM (doses to about 46.1 µM), inactives show top-dose activity, negative = active, most hits filed as inhibitors; HeLa A3G-eYFP + Vif (tagged APOBEC3G with the HIV-1 protein that degrades it), YFP fluorescence, overnight;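 further: potency means the concentration at half of the fitted maximal effect; on the % scale 0 is the no-effect control and ±100 the full control effect; nearly all actives have a fitted effect of over 60% in size; hits raise eYFP signal because A3G escapes Vif-driven loss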
Target sequence (Q9HC16 whole entry, looked up): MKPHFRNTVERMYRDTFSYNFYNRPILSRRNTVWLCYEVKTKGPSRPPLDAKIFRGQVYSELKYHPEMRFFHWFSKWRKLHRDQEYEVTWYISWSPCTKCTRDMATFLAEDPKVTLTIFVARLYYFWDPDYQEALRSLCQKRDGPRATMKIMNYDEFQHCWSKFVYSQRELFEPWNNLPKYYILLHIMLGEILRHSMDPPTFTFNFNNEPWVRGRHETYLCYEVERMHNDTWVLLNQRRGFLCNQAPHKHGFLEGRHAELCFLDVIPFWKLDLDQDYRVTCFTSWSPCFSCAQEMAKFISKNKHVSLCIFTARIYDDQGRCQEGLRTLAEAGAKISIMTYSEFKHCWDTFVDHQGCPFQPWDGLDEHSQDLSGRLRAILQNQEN
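Read-out is eYFP fluorescence (Ex 488/Em 500-530) from Vif-expressing HeLa A3G-eYFP cells; more signal means A3G escaped Vif-mediated degradation. Cells plated overnight, compound pinned in, incubated overnight at 37 deg C.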
D1 potentiator = enhances dopamine response at the human D1 receptor; P21728; HEK293 TREx D1 cells, calcium flux, dopamine EC20 potentiation; potentiation, % at 10 µM; 0.036% of 360,000 active; AID 504651; in the data active means potentiation above about 30%; further: 0% is about no effect
The depositor's hits bear a star; ? = inconclusive; . = no result given. Unless noted, the call rests on the fitted dose curve; in most records, active means well fitted curve in the direction sought with a large enough effect; inconclusive means small, poorly fitted or top-dose-only effect, or another doubt; inactive means no such curve, though single readings can be large; an effect the other way counts as inactive or inconclusive.

SMILES	Glioma ERSR ind	D2 PAM	Vif-APOBEC3F blk	RXFP1 agonist	D1 antagonist	D1 ag	RXFP1 antagonist	Vif-A3G inh	D1 potentiator
COc1ccc(S(=O)(=O)NCc2cccnc2)cc1C	-3.1%	8.5	-0.9%	-0.7%	-10.2	1.0	-4.8	-0.3%	1.1
CC(C)CC(=O)NC(=S)Nc1ccc(N2CCOCC2)c(Cl)c1	-0.9%	-4.1	-16.5%	2.6%	-24.2	13.2	-16.9	2.0%	-6.5
Cc1oc2ccc(O)c(CN3CCOCC3)c2c1C(=O)c1ccc(Cl)cc1	-5.8%	8.4	?	0.8%	-5.2	1.6	-2.5	-0.8%	-8.4
FC(F)c1nnc2ccc(Cl)nn12	-2.2%	-4.4	4.0%	1.9%	-18.8	1.2	-9.4	-4.5%	-6.3
COc1ccc(CN(Cc2ccco2)c2cnc(S(C)(=O)=O)nc2C(=O)Nc2ccc(C)c(Cl)c2)cc1	-1.4%	-15.4	2.8%	1.8%	-4.7	2.1	-9.1	-0.3%	1.5
O=C(NNC(=O)c1ccccc1Cl)c1cc2cc(OC(F)(F)F)ccc2[nH]1	-3.5%	10.9	3.8%	3.3%	-4.8	2.4	-10.7	0.1%	-0.6
CCOC(=O)c1noc2nc(C)n(Cc3cccc([N+](=O)[O-])c3)c(=O)c12	-3.1%	14.9	2.5%	11.6%	2.0	2.1	-22.9	-1.3%	-3.8
CCOc1ccc(NS(=O)(=O)c2cc(NC(=O)c3cccc(C)c3)ccc2Cl)cc1	-4.0%	-1.3	-1.5%	1.6%	-19.0	2.0	-3.3	?	0.7
COc1ccc(NC(=O)CNc2ccc(C#N)cc2)cc1	-2.4%	2.5	-14.5%	2.1%	7.3	2.8	-14.9	-4.7%	-0.6
CCOc1ccc(CNC(=O)COc2cc(=O)n(C)c3ccccc23)cc1	1.0%	-2.3	-11.1%	0.7%	12.9	1.7	.	4.9%	1.0
CC(C)NC(=O)NC(=O)COC(=O)Cc1ccsc1	-5.0%	-2.0	5.9%	3.0%	-14.6	1.8	-5.8	-0.1%	-3.0
CC(C)Cn1cnc2c1c(=O)n(CC(O)c1ccccc1)c(=O)n2CC(C)C (stereo not given)	-6.6%	22.3	0.5%	-3.0%	36.9	-2.2	23.0	-7.2%	0.8
S=c1[nH]nc(-c2ccc3ccccc3n2)n1-c1ccccc1Cl	1.5%	-1.4	-3.3%	0.4%	-0.3	2.3	-20.0	2.8%	-8.4
C#CC(C)(CC)NC(=O)Cn1nnc(-c2cccc(C(F)(F)F)c2)n1 (stereo not given)	-1.3%	.	-16.5%	0.5%	-2.8	3.9	-2.2	3.0%	0.7
Cc1ccc(-n2c(SCC(=O)NCc3ccc4c(c3)OCO4)nnc2-c2cccnc2)c(C)c1	-5.0%	-3.9	10.0%	-0.1%	-2.6	0.1	-3.2	-1.6%	-2.2
O=C(c1ccco1)N1CCN(c2c([N+](=O)[O-])nn(-c3ccc(Cl)cc3)[n+]2[O-])CC1	-4.5%	4.2	18.0%	0.1%	-8.5	2.0	-13.7	1.3%	-2.5
OCC[C@@H]1C[C@H](O)[C@@H](O)[C@]2(Cc3ccccc3O2)O1	-2.4%	8.7	1.4%	3.4%	5.9	2.2	.	4.7%	-0.3
COc1ccc(NC(=O)c2nn(C)c(=O)c3ccccc23)cc1S(=O)(=O)Nc1ccccc1Cl	-4.1%	-3.2	-1.7%	0.7%	-16.3	3.1	-0.2	-1.0%	-2.5
CCN(CC)CCCN1C(=O)C(O)=C(C(C)=O)C1c1cccc(OC)c1 (stereo not given)	.	9.2	.	-0.1%	2.0	-1.0	.	.	0.3
COc1ccc(N2CC(C(=O)N[C@@H](C)C(=O)NC3CCCC3)CC2=O)cc1 (stereo not given in full)	0.8%	-8.0	-2.3%	-2.7%	0.2	1.9	14.8	0.9%	1.1
COC(=O)c1c(C)[nH]c(C)c1-c1cccc([N+](=O)[O-])c1	1.3%	-2.5	7.8%	1.9%	-19.7	6.6	1.1	0.0%	-11.8
CCOC(=O)c1sc(-c2cccs2)nc1C	3.0%	8.8	?	3.2%	10.9	4.5	-8.1	-8.9%	7.8
Cc1cc(Cl)ccc1OCCCC(=O)N1CCCc2ccccc21	-1.2%	2.6	0.9%	5.2%	-0.6	6.5	-14.4	0.8%	-3.8
CCCCNc1nc2ccccc2n1CC(=O)Nc1ccc2c(c1)OCCO2	-4.6%	-24.1	6.1%	-0.2%	1.2	0.2	10.7	-1.0%	-4.0
CCN(CC)C(=O)Cn1c(=O)n(Cc2ccc(F)cc2)c(=O)c2sccc21	-1.2%	-6.1	16.8%	0.5%	-18.4	2.8	-16.9	6.5%	-8.1
(cont.)
SMILES	Glioma ERSR ind	D2 PAM	Vif-APOBEC3F blk	RXFP1 agonist	D1 antagonist	D1 ag	RXFP1 antagonist	Vif-A3G inh	D1 potentiator
O=C1CC(N2CCN(c3ccccc3)CC2)C(=O)N1CCc1ccccc1 (stereo not given)	0.3%	5.5	-11.8%	0.5%	1.6	3.8	19.9	-6.8%	-3.9
COc1ccc(C(=O)CC(C(=O)O)c2ccc(OC)c(OC)c2)cc1OC (stereo not given)	-2.2%	.	-0.4%	.	.	.	-7.0	0.6%	.
c1ccc(-c2csc(NC3CCCCC3)n2)cc1	0.0%	7.1	-5.9%	1.9%	10.0	-2.9	-18.2	-9.0%	-5.7
CC1(C)CC(=O)C(CC2=C(N)CC(C)(C)CC2=O)=C(N)C1	-4.4%	-4.4	4.8%	-0.3%	-7.7	1.9	6.6	0.2%	-0.8
CC(C)c1ccc2[nH]c3nc(SCC(=O)N4CCOCC4)nnc3c2c1	4.5%	-7.5	-7.0%	0.3%	0.9	-1.0	-7.4	-16.6%	-3.5
CCCC(C)NC(=O)COC(=O)c1cc(Br)c(Br)s1 (stereo not given)	-4.7%	7.9	-17.7%	1.6%	-13.7	9.8	-2.1	4.5%	-6.5
O=C1NC(Cc2c[nH]c3ccccc23)C(=O)N1Cc1ccccc1 (stereo not given)	-1.8%	7.4	-0.2%	1.2%	-13.5	6.7	-3.1	0.0%	-1.0
CC(Oc1cccc2ccccc12)C(=O)N/N=C/c1cccnc1 (stereo not given)	-4.3%	5.8	-0.6%	-0.4%	-13.7	6.3	-4.4	2.2%	-5.0
Cc1ccc(NC(=O)C2CCCN2C(=O)OCc2ccccc2)cc1F (stereo not given)	-1.8%	8.2	-1.9%	-0.9%	6.8	2.2	-24.8	-0.3%	-1.6
O=C(N/N=C/c1ccccn1)c1ccc(Br)cc1	9.1%	-10.2	-19.9%	0.5%	-22.0	5.2	.	1.8%	-3.0
CCOc1ccc(NC2=NC(C)(C)N=C(N)N2)cc1	-6.7%	11.0	-0.7%	-2.5%	1.6	1.6	-2.4	0.1%	-8.8
COc1ccc(NS(=O)(=O)c2cn(C)cn2)cc1Cl	-6.1%	4.1	-25.1%	-0.9%	-3.0	4.1	-15.7	0.4%	-5.5
O=C(CCl)NNc1nc(-c2ccccc2)c2cc(Cl)ccc2n1	?	5.8	-7.5%	2.4%	-0.3	0.9	-6.0	-9.2%	1.7
C/C=C\C=C/C(=O)Nc1cccc(C2=NOC3(C2)C[C@@H](C(N)=O)N(C(=O)C2(C)CC2)C3)c1 (stereo not given in full)	-4.0%	3.6	-3.0%	0.0%	-20.5	3.0	.	1.3%	-3.5
Cc1cc(C(=O)COC(=O)C2=NNC(=O)CC2)c(C)n1-c1ccc(OC(F)F)cc1	-3.2%	5.8	2.4%	-0.3%	-34.6*	11.2	-29.9	0.6%	-3.4
COc1ccccc1NC(=O)c1ccc(-n2cncn2)nc1	1.1%	-3.0	-13.4%	0.5%	2.6	0.0	-5.9	-1.0%	7.3
CN(C)C(CNC(=O)c1sc2ccccc2c1Cl)c1ccco1 (stereo not given)	-1.6%	.	-0.3%	.	.	.	-1.1	-0.4%	.
Cc1ccc(CNC(=O)CCCc2ccccc2)cc1	4.0%	8.0	5.5%	5.4%	4.8	-1.6	-0.6	1.3%	-6.9
O=C(Nc1ccc(N2CCCCC2)cc1)C1CCCN1S(=O)(=O)c1ccc(F)cc1 (stereo not given)	-3.0%	3.7	5.2%	0.5%	2.2	1.3	-7.5	0.6%	-3.5
O=C(NCCN1CCOCC1)c1ccc2c(c1)N(Cc1ccccc1)CCS2	1.1%	5.0	-2.6%	6.3%	-14.1	2.3	-5.1	-1.1%	-3.9
O=C(NCCN1CCOCC1)/C(=C/c1ccccc1)NC(=O)c1ccccc1	-0.7%	.	-2.2%	-0.4%	-3.3	3.8	4.1	-0.6%	3.1
Cc1ccc(N(CCC(=O)N2CCOCC2)S(=O)(=O)c2ccccc2)cc1	-2.8%	-18.6	4.5%	-0.3%	-55.4*	2.0	-7.1	0.0%	.
COc1cc(OC)c(C(=O)OCC(=O)NCCC2=CCCCC2)cc1OC	-2.6%	-23.5	7.1%	0.2%	-1.3	0.6	3.4	-0.6%	-1.8
O=C(Cc1cccc2ccccc12)N1CCN(c2ncccn2)CC1	-4.7%	-14.9	-14.9%	0.2%	-3.3	2.6	-39.3	-2.8%	-3.4
O=C(CSCC(=O)N1CCCCC1)Nc1nc(-c2cccs2)cs1	0.5%	-1.3	-0.5%	0.4%	-2.4	12.5	-21.3	0.4%	0.2
CCCN1CCN(CC(=O)Nc2nncs2)CC1	-3.9%	1.9	-1.2%	0.7%	4.3	4.1	2.9	-7.8%	-3.5
CC1CCCCN1CCNC(=O)c1cc2c(=O)n(C)c3ccccc3c2n1C (stereo not given)	-2.8%	-19.7	-7.2%	0.1%	2.8	2.8	-14.8	1.4%	-2.5
CC(C)C(=O)Nc1cc2c3c(c1)CCN3C(=O)CC2	-3.3%	-2.6	11.4%	0.8%	11.8	2.9	3.2	3.1%	0.2
O=C(Cc1ccc([N+](=O)[O-])cc1)NNC(=O)c1ccc2c(c1)OCO2	0.9%	-3.1	-5.3%	-0.3%	10.5	4.1	0.2	0.8%	2.0

The list is partial (hit frequency here may not be typical).
